Screening results deposited in PubChem BioAssay by several laboratories.
Rv3671c protease – Rv3671c serine protease inhibitors, primary screen, biochemical, fluorescence polarization, M. tuberculosis H37Rv; P9WHR9; 320,000 compounds, 0.048% hits; AID 2606, 2010; inhibition, % at 5.96 µM; in the data active = inhibition above about 38%;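 also: extracellular domain of Rv3671c used as enzyme; 0% = enzyme with DMSO and 100% = no enzyme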
MazEF act – activators of E. coli MazEF toxin-antitoxin RNase, primary screen, biochemical, fluorescence, uHTS; Endoribonuclease toxin MazF (Escherichia coli (strain K12)), P0AE70; FAM/BHQ RNA-DNA oligo cleavage fluorescence, 5 h; activation, % at 20 µM; 350,000 compounds, 0.32% hits; in the data active = activation above about 50%
BH1578 lux ind – inducers of Vibrio cholerae quorum light production without autoinducers, primary screen, BH1578 luxS cqsA deficient, single point. V. cholerae BH1578 lux reporter, luminescence, 6 h. activation, % at 18.7 µM. 350,000 compounds, 0.16% hits. AID 588436, 2011; in the data active = activation mostly above about 9.7%, no sharp cut-off; also: not every result past the cut was called active; inactives centre near 0; reference of the scale not given here
TcdB GH inh – TcdB glycohydrolase inhibitors, primary screen, biochemical, single point, plate reader | Toxin B (Clostridioides difficile), P18177 | TcdB glycohydrolase enzymatic assay | inhibition, % at 9.99 µM | 350,000 compounds, 0.24% hits | AID 652162, 2013; in the data active = inhibition above about 10%
Target sequence (P18177 whole entry, looked up): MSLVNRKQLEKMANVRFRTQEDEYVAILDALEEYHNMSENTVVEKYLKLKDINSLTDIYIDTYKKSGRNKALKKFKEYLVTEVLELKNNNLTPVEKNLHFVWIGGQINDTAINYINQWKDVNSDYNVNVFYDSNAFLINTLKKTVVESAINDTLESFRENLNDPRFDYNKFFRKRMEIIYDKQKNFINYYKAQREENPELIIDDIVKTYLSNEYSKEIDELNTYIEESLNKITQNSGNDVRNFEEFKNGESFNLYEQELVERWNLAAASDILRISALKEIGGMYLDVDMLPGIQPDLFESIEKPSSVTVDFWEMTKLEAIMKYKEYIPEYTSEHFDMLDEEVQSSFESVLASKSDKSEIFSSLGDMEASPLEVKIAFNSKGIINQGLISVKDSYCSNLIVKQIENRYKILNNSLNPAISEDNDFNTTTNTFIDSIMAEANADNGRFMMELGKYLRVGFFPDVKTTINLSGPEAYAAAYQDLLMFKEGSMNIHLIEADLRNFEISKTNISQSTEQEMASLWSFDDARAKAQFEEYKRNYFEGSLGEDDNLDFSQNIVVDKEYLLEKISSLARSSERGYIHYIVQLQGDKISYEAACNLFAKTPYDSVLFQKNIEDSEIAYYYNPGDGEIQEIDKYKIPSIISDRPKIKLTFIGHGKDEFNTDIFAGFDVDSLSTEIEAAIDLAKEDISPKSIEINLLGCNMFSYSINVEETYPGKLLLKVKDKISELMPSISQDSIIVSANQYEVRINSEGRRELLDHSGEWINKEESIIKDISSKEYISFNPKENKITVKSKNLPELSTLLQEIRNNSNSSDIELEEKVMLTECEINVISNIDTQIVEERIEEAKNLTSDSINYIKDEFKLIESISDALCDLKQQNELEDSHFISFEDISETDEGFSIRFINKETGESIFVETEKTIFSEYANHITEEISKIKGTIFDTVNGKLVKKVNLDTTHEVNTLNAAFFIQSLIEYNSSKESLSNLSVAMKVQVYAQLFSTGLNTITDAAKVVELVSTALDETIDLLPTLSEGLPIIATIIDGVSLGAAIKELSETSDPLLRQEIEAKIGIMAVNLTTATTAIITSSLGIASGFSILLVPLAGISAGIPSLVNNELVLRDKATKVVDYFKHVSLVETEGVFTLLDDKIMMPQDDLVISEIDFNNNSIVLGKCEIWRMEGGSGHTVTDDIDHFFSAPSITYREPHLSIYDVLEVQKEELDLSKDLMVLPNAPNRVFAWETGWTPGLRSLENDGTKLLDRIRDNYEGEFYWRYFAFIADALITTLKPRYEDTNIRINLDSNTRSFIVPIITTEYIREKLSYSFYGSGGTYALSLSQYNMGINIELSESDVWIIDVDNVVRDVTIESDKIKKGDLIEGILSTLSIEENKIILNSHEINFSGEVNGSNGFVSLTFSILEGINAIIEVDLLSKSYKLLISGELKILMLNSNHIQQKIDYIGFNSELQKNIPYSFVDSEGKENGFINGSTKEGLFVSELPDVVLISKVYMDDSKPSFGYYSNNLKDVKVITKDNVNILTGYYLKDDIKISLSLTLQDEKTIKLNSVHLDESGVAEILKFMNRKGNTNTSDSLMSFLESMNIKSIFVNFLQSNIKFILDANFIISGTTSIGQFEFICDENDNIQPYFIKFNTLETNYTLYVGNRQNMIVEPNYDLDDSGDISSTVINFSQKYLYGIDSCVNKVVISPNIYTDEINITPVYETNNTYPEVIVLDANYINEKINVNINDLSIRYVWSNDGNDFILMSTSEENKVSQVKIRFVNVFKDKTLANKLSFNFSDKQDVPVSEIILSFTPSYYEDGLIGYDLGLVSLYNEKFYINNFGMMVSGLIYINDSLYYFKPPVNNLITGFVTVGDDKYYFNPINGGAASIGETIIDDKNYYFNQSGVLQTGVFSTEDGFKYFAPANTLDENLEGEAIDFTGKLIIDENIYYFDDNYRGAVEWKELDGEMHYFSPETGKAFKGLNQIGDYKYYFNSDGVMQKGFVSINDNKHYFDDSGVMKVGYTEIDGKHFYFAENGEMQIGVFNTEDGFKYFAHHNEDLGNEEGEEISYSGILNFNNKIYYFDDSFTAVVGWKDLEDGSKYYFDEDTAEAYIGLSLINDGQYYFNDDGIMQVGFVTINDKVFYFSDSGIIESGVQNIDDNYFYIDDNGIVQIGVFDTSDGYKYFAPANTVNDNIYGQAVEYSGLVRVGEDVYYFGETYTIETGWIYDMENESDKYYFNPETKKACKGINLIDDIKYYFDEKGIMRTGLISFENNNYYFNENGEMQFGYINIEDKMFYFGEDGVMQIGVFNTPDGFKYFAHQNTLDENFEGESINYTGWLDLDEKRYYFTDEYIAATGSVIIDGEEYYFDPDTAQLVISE
3CLpro inhibitor – SARS-CoV 3CLpro protease inhibitors, primary screen, biochemical, quenched FRET; Replicase polyprotein 1ab (Severe acute respiratory syndrome coronavirus), P0C6X7; recombinant SARS-CoV 3CLpro, quenched FRET peptide cleavage; inhibition, % at 6 µM; 290,000 compounds, 0.14% hits; AID 1706, 2009; in the data active = inhibition above about 12%
CCHF vOTU inh – CCHFV vOTU protease inhibitors, primary screen, biochemical, Pep-AMC substrate, fluorescence | Crimean-Congo hemorrhagic fever virus L polyprotein viral ovarian tumor (vOTU) protease … | AID 651958, 2012 | inhibition, % at 11.5 µM | 370,000 compounds, 0.55% hits; in the data active = inhibition above about 30%; also: 0% = vehicle wells with enzyme and 100% = no enzyme wells
PrPC surface inh – inhibitors of human cell surface prion protein PrPC, primary screen, cell-based, TR-FRET; Major prion protein (Homo sapiens), P04156; TR-FRET read-out; inhibition, % at 13.8 µM; 370,000 compounds, 0.43% hits; AID 720596, 2013; in the data active = inhibition above about 24%; also: 0% = median of the test wells and 100% = reference compound wells
DUSP3 inh – VHR1 phosphatase inhibitors, primary screen, biochemical, absorbance, uHTS. 290,000 compounds, 0.52% hits. inhibition, % at 13.3 µM. AID 1654, 2009. Dual specificity protein phosphatase 3 (Homo sapiens), P51452. recombinant VHR phosphatase, pNPP absorbance; in the data active = inhibition above about 50%; also: some compounds called inactive have numbers as strong as hits
Y pestis TopoI – Yersinia pestis topoisomerase I inhibitors, primary screen, biochemical, cleavage product accumulation, plate reader, single point; DNA topoisomerase I (Yersinia pestis CO92); Y. pestis Topo-I cleavage product accumulation; activity, % at 10 µM; 360,000 compounds, 0.064% hits; in the data active = activity above about 50%, passing the limit was not always enough; also: inactives centre near 2
PriA SSB inh – inhibitors of Klebsiella pneumoniae PriA binding to SSB C-terminal tail, primary screen, biochemical, AlphaScreen; AlphaScreen SSBct-PriA binding, biotinylated peptide; inhibition, % at 33 µM; AID 1272365, 2023; PriA–SSB C-terminal tail interaction (Klebsiella pneumoniae); 430,000 compounds, 0.6% hits; in the data active = inhibition mostly above about 37%, no sharp cut-off; inactive = mostly below about 20%;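 also: plate controls were negative control peptide for no effect and reference peptide for full effect; strong numbers were not always called active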
* hit, by the source's call; i = inactive; x = not tested or not shown.

Sample of the layout (five entries):
[1] S=C(c1cccs1)N1CCCC1
[2] O=C(Nc1ccc(Br)cn1)c1ccc(Cl)s1
[3] COc1ccc(-c2sc3ccc(OC)cc3c2-c2ccc(OCCN3CCOCC3)cc2)cc1
[4] C#CCn1c(=NC(=O)c2cc(-c3cccs3)nc3ccccc23)sc2cc(S(N)(=O)=O)ccc21
[5] COc1ccc(-n2ncc3c2CC(C)(C)CC3NC(=O)CCCN2CCCC2=O)cc1 (configuration not stated)

Screen / compound no.,1,2,3,4,5
Rv3671c protease,4,-19,x,-29,-5
MazEF act,4,0,17,-40,1
BH1578 lux ind,i,-0.2,-0.6,i,i
TcdB GH inh,x,0.5,x,x,-0.2
3CLpro inhibitor,-2,-4,x,0,-2
CCHF vOTU inh,-21,3,x,5,-9
PrPC surface inh,-4,14,x,-4,4
DUSP3 inh,-20,52*,x,0,57*
Y pestis TopoI,-5,-10,32,-1,1
PriA SSB inh,-22,-12,0,-21,3

All compounds of this part, repeating the preview:
[1] S=C(c1cccs1)N1CCCC1
[2] O=C(Nc1ccc(Br)cn1)c1ccc(Cl)s1
[3] COc1ccc(-c2sc3ccc(OC)cc3c2-c2ccc(OCCN3CCOCC3)cc2)cc1
[4] C#CCn1c(=NC(=O)c2cc(-c3cccs3)nc3ccccc23)sc2cc(S(N)(=O)=O)ccc21
[5] COc1ccc(-n2ncc3c2CC(C)(C)CC3NC(=O)CCCN2CCCC2=O)cc1 (configuration not stated)
[6] CSc1cc(C)c(OCC(=O)Nc2c(C)nn(C)c2C)c(C)c1
[7] CCOc1ccccc1/C=C(\C#N)C(=O)NC1CC1
[8] COc1ccccc1/C=C/[C@@H]1C[C@H]2CN(Cc3cccc(Cl)c3)C(=O)[C@]23CCCN13
[9] COc1cc(C(=O)N/N=C/c2sc(N3CCOCC3)nc2-c2ccccc2)cc(OC)c1OC
[10] Cc1ccc(C(=O)N2CCN(CCNC(=O)C(=O)NC(C)C)CC2)cc1

Screen / compound no.,1,2,3,4,5,6,7,8,9,10
Rv3671c protease,4,-19,x,-29,-5,1,-6,6,2,0
MazEF act,4,0,17,-40,1,5,-4,-10,4,-6
BH1578 lux ind,i,-0.2,-0.6,i,i,5.0,-0.4,-0.3,-2.4,-0.2
TcdB GH inh,x,0.5,x,x,-0.2,-1.3,-0.8,0.3,1.2,-0.4
3CLpro inhibitor,-2,-4,x,0,-2,7,x,1,-1,-1
CCHF vOTU inh,-21,3,x,5,-9,-4,3,22,-15,5
PrPC surface inh,-4,14,x,-4,4,4,-1,15,-3,1
DUSP3 inh,-20,52*,x,0,57*,-11,x,8,2,7
Y pestis TopoI,-5,-10,32,-1,1,-2,1,4,-1,-2
PriA SSB inh,-22,-12,0,-21,3,10,-12,-7,x,-12

Whole records from above. Order of values: Rv3671c protease | MazEF act | BH1578 lux ind | TcdB GH inh | 3CLpro inhibitor | CCHF vOTU inh | PrPC surface inh | DUSP3 inh | Y pestis TopoI | PriA SSB inh
Listed for COc1ccc(-n2ncc3c2CC(C)(C)CC3NC(=O)CCCN2CCCC2=O)cc1 (configuration not stated) : -5 | 1 | i | -0.2 | -2 | -9 | 4 | 57* | 1 | 3
Listed for Cc1ccc(C(=O)N2CCN(CCNC(=O)C(=O)NC(C)C)CC2)cc1 : 0 | -6 | -0.2 | -0.4 | -1 | 5 | 1 | 7 | -2 | -12

The list continues.
[11] COc1ccc(-c2noc(C(C)n3nc(C)c([N+](=O)[O-])c3C)n2)cc1OC (configuration not stated)
[12] CCc1nn2c(=O)cc(COc3ccc(NC(=O)c4ccco4)cc3)nc2s1
[13] CC1CCC(NC(=O)c2cc(Cl)nc3ccccc23)CC1 (configuration not stated)
[14] O=C(Nc1ccccc1)N1CCCN(c2ccc(C(F)(F)F)cn2)CC1
[15] CCCCN(CC)CCCNC(=O)CC1Nc2ccccc2NC1=O (configuration not stated)
[16] OCC1OC(n2cnc3c(NCCc4ccccc4)ncnc32)C(O)C1O (configuration not stated)
[17] COc1ccc2c(C)cc(N3CCOCC3)nc2c1
[18] Fc1ccc(COc2cccc(CNCc3ccncc3)c2)cc1
[19] C/C(=N\Nc1nnc(C)c(=O)[nH]1)C(=O)O
[20] Cc1cc(OCC(=O)N2CCOCC2)c(C(C)C)cc1Cl

Screen / compound no.,11,12,13,14,15,16,17,18,19,20
Rv3671c protease,-5,-10,-4,5,-1,-3,-3,5,-1,-7
MazEF act,4,-9,-3,2,5,4,1,-6,10,1
BH1578 lux ind,0.4,i,i,i,i,0.3,5.0,i,-0.2,1.5
TcdB GH inh,x,2.1,0.9,0.7,x,2.0,x,1.1,x,x
3CLpro inhibitor,3,-3,x,0,-1,x,3,2,4,-2
CCHF vOTU inh,3,-2,22,10,x,-5,-13,11,-2,-8
PrPC surface inh,3,8,-1,8,x,12,-13,-2,-3,9
DUSP3 inh,-4,19,x,-8,32,x,18,31,29,-10
Y pestis TopoI,5,0,9,-3,-3,7,8,-2,-3,16
PriA SSB inh,-19,-3,-1,-12,-9,-7,-14,-6,x,-12

[21] CC(C)(C)Nc1c(-c2cccs2)nc2ccccn12
[22] O=C1c2ccccc2CN1CCNS(=O)(=O)c1ccc2ccccc2c1
[23] C=CCc1ccc(OCCCCN2CC(C)CC(C)C2)c(OC)c1 (configuration not stated)
[24] CC1=C(C#N)C(NC(=O)c2ccccc2Cl)(C(F)(F)F)C(=O)N1 (configuration not stated)
[25] COc1cccc(/C=C/C(=O)OCC(=O)c2ccc[nH]2)c1
[26] O=C(Nc1cc(S(=O)(=O)N2CCCCCC2)ccc1OCC(F)(F)F)C1CCC1
[27] Cc1cc(F)ccc1-c1cc(C(=O)NCc2ccccc2)[nH]n1
[28] O=C(CC1Sc2ncnn2C1=O)Nc1ccc(Br)cc1 (configuration not stated)
[29] Cn1c(=O)cc(SCC(=O)N2CCN(C(=O)c3ccco3)CC2)c2ccccc21
[30] CCOC(=O)C(CC)Sc1cc(C)nc2ccc(OC)cc12 (configuration not stated)

Screen / compound no.,21,22,23,24,25,26,27,28,29,30
Rv3671c protease,8,-11,-5,-11,x,1,x,-10,-10,-2
MazEF act,-1,-3,11,3,-6,1,x,8,-1,0
BH1578 lux ind,0.2,x,-0.4,i,-0.5,4.5,-5.0,-0.2,-0.3,i
TcdB GH inh,-5.8,x,-1.8,x,-1.2,-0.1,1.3,1.1,x,1.3
3CLpro inhibitor,2,0,2,0,x,-2,x,2,6,0
CCHF vOTU inh,-99,6,3,-2,-13,-4,7,1,-2,14
PrPC surface inh,9,1,7,4,9,0,1,1,5,32*
DUSP3 inh,6,20,15,12,x,22,x,32,6,22
Y pestis TopoI,7,9,4,1,6,0,3,4,-8,15
PriA SSB inh,-2,3,-18,-6,x,-3,x,-6,-16,-7

[31] CC(=O)C(C(c1ccccc1)c1c[nH]c2ccccc12)[N+](=O)[O-] (configuration not stated)
[32] CC(Cc1ccccc1)NC(=O)c1ccc([N+](=O)[O-])cc1 (configuration not stated)
[33] COc1cc(OC)c(C(=O)OCC(=O)NC2CCCC2)cc1OC
[34] Cc1ccc(OCC(=O)Nc2ccccc2F)cc1
[35] COc1ccc2nc(NC(=O)CCc3cc(OC)c(OC)c(OC)c3)sc2c1
[36] CCC1N=C(SC)NC(C)=C1C(=O)c1ccccc1 (configuration not stated)
[37] CCN(c1ccccc1)S(=O)(=O)c1ccc(Cl)c(NC(=O)CSc2n[nH]c(N)n2)c1
[38] CC1(C)CC(=O)C(C2C3=C(CC(C)(C)CC3=O)Oc3ccccc32)=C(O)C1 (configuration not stated)
[39] CCC1SC(N)=NC1=O (configuration not stated)
[40] Cc1[nH]n(-c2cccc(Cl)c2)c(=O)c1C=NCc1ccco1

Screen / compound no.,31,32,33,34,35,36,37,38,39,40
Rv3671c protease,-8,10,3,5,6,1,-10,2,1,2
MazEF act,-2,1,-6,-3,2,-9,3,-4,2,8
BH1578 lux ind,1.2,-0.3,-0.4,0.6,-0.6,-0.3,-0.3,-0.5,x,-0.3
TcdB GH inh,-0.4,x,0.1,0.6,1.0,1.4,0.5,x,x,0.1
3CLpro inhibitor,6,10,-1,x,3,0,-1,2,-6,4
CCHF vOTU inh,4,2,-2,3,6,2,7,-1,4,6
PrPC surface inh,10,-13,-7,0,-5,-3,-4,-1,5,3
DUSP3 inh,16,28,10,x,18,-14,-18,-7,23,-8
Y pestis TopoI,-3,3,4,-1,5,-11,5,-1,-1,6
PriA SSB inh,-10,-19,9,-21,14,-1,7,7,x,-10

[41] Cc1ccc(S(=O)(=O)N(C)C)cc1NC(=O)CN1C(=O)NC2(CCCCCCC2)C1=O
[42] Cc1cc(C)n(C(N)=NC(=O)c2ccccc2)n1
[43] O=C(COC(=O)c1ccc(S(=O)(=O)N2CCCCC2)cc1)NC1CCCCC1
[44] COc1ccc(CNC(=O)Cn2cccc2C(=O)c2ccccc2C)cc1
[45] COc1ccc(CNC(=O)CN2C(=O)NC(C)(c3cccc4ccccc34)C2=O)cc1OC (configuration not stated)
[46] O=C(NCc1ccc(Cl)cc1)c1ccc(-c2ccccc2C(F)(F)F)o1
[47] COC(=O)C1=C(C)N(Cc2ccccc2)C(=NCc2cccc(Cl)c2)N[C@H]1c1ccccc1
[48] O=C(CCNS(=O)(=O)c1ccccc1)N1CCN(C(c2ccccc2)c2ccccc2)CC1
[49] COc1cccc(CN(C)C(=O)CCN=C2NS(=O)(=O)c3ccccc32)c1OC
[50] Cc1cc(Cl)c(OCCCN(C)C)c(Br)c1

Screen / compound no.,41,42,43,44,45,46,47,48,49,50
Rv3671c protease,-4,x,x,3,-9,-16,5,-5,-1,16
MazEF act,4,7,4,-4,13,-7,25,x,6,4
BH1578 lux ind,-0.5,-0.7,-0.2,-0.3,-0.3,-1.6,i,-0.4,0.9,i
TcdB GH inh,-0.5,1.0,2.4,1.3,1.0,0.5,x,0.8,3.6,0.0
3CLpro inhibitor,11,x,x,3,4,1,x,3,x,-5
CCHF vOTU inh,-2,10,-10,7,0,16,x,-5,-2,-8
PrPC surface inh,-4,-9,-6,0,-3,3,x,4,4,-4
DUSP3 inh,1,x,x,-9,26,16,x,14,x,-11
Y pestis TopoI,0,-4,5,8,2,47,-1,30,-3,-2
PriA SSB inh,-10,x,x,-9,2,-8,1,x,-7,-5

[51] COc1ccc(NC(=O)C(=O)NNC(=O)c2cccs2)cc1
[52] CC(C)(CNc1ccc(C(F)(F)F)cc1[N+](=O)[O-])N1CCOCC1
[53] COc1cccc(CNC(=O)CN2C(=O)COc3ccc(S(=O)(=O)N4CCC(C)CC4)cc32)c1
[54] COc1ccccc1NC(=O)CS(=O)(=O)c1cn(CC(=O)N2CCCC2)c2ccccc12
[55] CCc1c(C)sc(NC(=O)/C=C/c2ccc3c(c2)OCO3)c1C(=O)OC
[56] COc1ccc([N+](=O)[O-])cc1N(CC(=O)N1CCOCC1)S(C)(=O)=O
[57] O=C(O)COc1ccccc1C(Nc1ccccn1)c1cc(Cl)c2cccnc2c1O (configuration not stated)

Screen / compound no.,51,52,53,54,55,56,57
Rv3671c protease,6,1,6,-4,-6,-1,12
MazEF act,-4,-2,-2,2,2,-9,2
BH1578 lux ind,i,-3.6,-2.7,i,-0.3,-0.4,i
TcdB GH inh,x,1.2,0.8,0.9,x,0.5,x
3CLpro inhibitor,1,3,-3,-5,0,-1,-2
CCHF vOTU inh,14,19,10,-6,-14,-5,12
PrPC surface inh,-1,-2,-3,0,3,-8,0
DUSP3 inh,1,4,-9,37,-2,-17,-2
Y pestis TopoI,-2,11,25,-4,8,-5,15
PriA SSB inh,-3,17,-12,-6,-19,-16,52

Some of the compounds tested; the hit share may differ from the screen's.
